# High-throughput results as filed in PubChem.
# C diff growth: blocks growth of Clostridium difficile. Clostridium difficile clinical isolate growth, OD600, 24 h; hits give low values. growth activity, negative = inhibition, % at 16 µg/mL (by protocol). 0.25% of 86,000 active;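 active = mean growth activity at or below -80% and every replicate also at or below -80%; inconclusive = mean at or below -80% but some replicate above -80%; inactive = mean growth activity above -80%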;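 note: 0% = DMSO wells and -100% = levofloxacin 16 µg/mL wells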
# Tcruzi prolif: T. cruzi proliferation inhibition; T. cruzi beta-gal in NIH3T3, GalScreen luminescence, 90 h; inhibition, % at 8.34 µM; 5.9% of 77,000 active; AID 624255;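 active = mean inhibition above about 93%, with at least 55% of replicates each passing it, limit read from the data, passing the limit was not always enough; inconclusive = only one of those two conditions holds; inactive = neither condition holds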
# Pf Dd2 growth: blocks growth of Plasmodium falciparum Dd2 parasites; P. falciparum Dd2 growth, SYBR Green, 72 h; hits give low values; activity change, % at 10 µM; 2.3% of 94,000 active; AID 1159554; in the data active = activity change below about -80%; inconclusive = no clear call, values can overlap the other calls
# GASC1 inh: blocks human GASC-1 (KDM4C) demethylase activity; Q9H3R0; GST-KDM4C 2-372, H3K9me3 peptide, LANCE TR-FRET; inhibition, % at 12.5 µM; 0.15% of 96,000 active;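 active = mean replicate inhibition above about 25%, with at least 55% of replicates also reaching it, limit read from the data, passing the limit was not always enough; inconclusive = only one of those two conditions met; inactive = neither condition met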
# Target sequence (Q9H3R0 2-372 limits assumed): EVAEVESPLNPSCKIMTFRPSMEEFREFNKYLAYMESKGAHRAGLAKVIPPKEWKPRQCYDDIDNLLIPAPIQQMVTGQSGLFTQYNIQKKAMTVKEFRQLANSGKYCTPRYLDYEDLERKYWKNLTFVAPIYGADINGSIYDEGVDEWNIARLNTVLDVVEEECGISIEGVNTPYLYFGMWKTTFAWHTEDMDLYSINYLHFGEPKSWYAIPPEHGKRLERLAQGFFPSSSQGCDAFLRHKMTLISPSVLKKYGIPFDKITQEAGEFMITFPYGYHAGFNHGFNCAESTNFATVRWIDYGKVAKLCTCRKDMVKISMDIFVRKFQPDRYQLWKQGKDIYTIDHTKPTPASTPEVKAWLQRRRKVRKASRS
#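 Material: GST-tagged GASC-1 (JMJD2C) catalytic fragment, aa 2-372. Input: enzyme final amount 10 nM. Medium: HEPES buffer, pH 7.5, plus ascorbate. Reagent: H3K9me3 peptide substrate, Fe(II), 2-oxoglutarate. Doses: single dose. Times: reaction 30 min RT, detection step 1 h RT. Measured by: LANCE TR-FRET. Evaluation: Fall in 671/618 emission ratio as inhibition.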
# * hit, by the source's call; ? = inconclusive; / = not tested or not shown.
SMILES,C diff growth,Tcruzi prolif,Pf Dd2 growth,GASC1 inh
O=C(c1cnccn1)N1CC(=O)N2[C@H](CO)[C@@H](c3ccc(-c4ccccc4)cc3)[C@@H]2C1,-6,/,-27,1.5
CC=Cc1ccc2n(c1=O)C[C@@H]1[C@@H](CO)[C@H](C(=O)NC3CCC3)[C@H]2N1S(=O)(=O)c1cn(C)cn1 (mixture of isomers),17,11,/,-1.6
CN1C(=O)c2cc(NS(=O)(=O)c3ccccc3F)ccc2OC[C@H]2O[C@H](CC(=O)NC3Cc4ccccc4C3)CC[C@@H]21,-7,16,/,-0.5
O=C(CC1CC1)Nc1ccc2c(c1)[C@H]1C[C@@H](CC(=O)N3CCc4ccccc4C3)O[C@@H](CO)[C@H]1O2,-3,39,-21,-0.5
Cc1ccc(S(=O)(=O)Nc2ccc3c(c2)C(=O)N([C@@H](C)CO)C[C@H](C)[C@H](CN(C)Cc2ccc4c(c2)OCO4)O3)cc1,-6,22,25,3.1
C[C@H](CO)N1C[C@H](C)[C@@H](CN(C)CC2CCCCC2)OCCCC[C@H](C)Oc2ccc(NC(=O)Nc3ccc4c(c3)OCO4)cc2C1=O,8,86,-72,-0.4
CC(C)NC(=O)Nc1ccc2c(c1)C(=O)N([C@@H](C)CO)C[C@@H](C)[C@H](CN(C)Cc1ccncc1)O2,0,/,12,-0.2
C[C@@H]1CN([C@H](C)CO)C(=O)c2cc(C#CC3(O)CCCC3)cnc2O[C@H]1CN(C)S(=O)(=O)c1ccccc1,-3,-25,4,-1.8
Cc1noc(C)c1S(=O)(=O)Nc1ccc2c(c1)C(=O)N([C@H](C)CO)C[C@H](C)[C@@H](CN(C)S(C)(=O)=O)OCCCC[C@H](C)O2,0,34,17,0.0
C[C@@H]1CN([C@H](C)CO)C(=O)Cc2cc(NS(=O)(=O)c3ccc(Cl)cc3)ccc2O[C@@H]1CN(C)C(=O)NC1CCCCC1,-2,/,-3,0.5
O=C(CCN1CCCCC1)NCC[C@H]1CC[C@@H](NC(=O)c2ccc(F)cc2)[C@@H](CO)O1,-3,-51,15,0.8
CCCNC(=O)[C@H]1[C@H](CO)[C@H]2Cn3c(ccc(-c4ccccc4F)c3=O)[C@@H]1N2S(C)(=O)=O,1,9,-1,-1.6
CO[C@H](CN(C)C(=O)c1ccccc1F)[C@H](C)CN([C@H](C)CO)S(=O)(=O)c1ccc(C)cc1,/,22,14,0.4
CCCN1C[C@@H](C)[C@@H](OC)CN(C)C(=O)c2cc(NS(C)(=O)=O)ccc2OC[C@H]1C,3,23,10,0.2
COc1ccc(S(=O)(=O)N(C)C[C@@H]2Oc3ccc(NC(=O)CCN4CCOCC4)cc3C(=O)N([C@H](C)CO)C[C@@H]2C)cc1,/,-21,-5,-0.7
COc1cccc(-c2ccc3c(c2)[C@H]2[C@H](CCN2C(=O)Cc2ccncc2)[C@H](CO)N3C)c1,1,79,-71,0.8
C[C@@H]1CCCCO[C@H](CN(C)Cc2ccc3c(c2)OCO3)[C@@H](C)CN([C@H](C)CO)C(=O)c2cc(NS(=O)(=O)c3cn(C)cn3)ccc2O1,0,-20,2,1.8
CN1C(=O)c2cc(NC(=O)c3ccc(C(F)(F)F)cc3)ccc2OC[C@@H]2O[C@H](CC(=O)NCc3ccc4c(c3)OCO4)CC[C@H]21,4,76,-54,-0.4
O=C(Cc1ccncc1)Nc1ccc2c(c1)[C@@H]1C[C@@H](CC(=O)NC3CCCC3)O[C@H](CO)[C@@H]1O2,/,-5,19,9.4
C[C@H](CO)N1C[C@H](C)[C@H](CN(C)C)Oc2ccc(NS(=O)(=O)c3cccs3)cc2CC1=O,1,25,18,-1.1
C[C@@H]1CCCCO[C@H](CN(C)C)[C@H](C)CN([C@H](C)CO)C(=O)c2cc(NS(=O)(=O)c3ccccc3)ccc2O1,-3,23,18,0.8
Cc1cc(C(=O)Nc2cccc3c2O[C@@H](CN(C)Cc2ccc(C(=O)Nc4ccccc4N)cc2)[C@@H](C)CN([C@H](C)CO)C3=O)n(C)n1,7,106*,-85*,-1.5
C[C@H]1CCCCO[C@@H](CN(C)Cc2ccc(C(F)(F)F)cc2)[C@@H](C)CN([C@@H](C)CO)C(=O)c2cc(NS(=O)(=O)c3ccccc3)ccc2O1,/,76,-29,0.7
O=C(c1ccccc1)N1[C@H](CO)[C@@H](c2ccccc2)C12CN(Cc1nccs1)C2,-5,/,-25,0.4
COc1ccc(CN(C)C[C@H]2OCc3cn(nn3)CCCC(=O)N([C@H](C)CO)C[C@H]2C)cc1,/,5,13,-0.2

# (further entries)
SMILES,C diff growth,Tcruzi prolif,Pf Dd2 growth,GASC1 inh
C[C@@H]1CN([C@H](C)CO)C(=O)c2cccc(NC(=O)c3cnccn3)c2O[C@@H]1CN(C)Cc1ccc(Cl)c(Cl)c1,16,68,-19,-1.5
COc1ccc(-c2cnc3c(c2)C(=O)N([C@H](C)CO)C[C@H](C)[C@H](CN(C)C(=O)Nc2ccc(F)cc2)O3)cc1,1,/,-24,1.2
CCN1[C@@H]2c3ccc(/C=C/c4ccccc4)c(=O)n3C[C@@H]2[C@@H](CO)[C@@H]1C(=O)Nc1nccs1,7,/,-23,2.0
O=S(=O)(Cc1ccccc1)NCC[C@@H]1CC[C@H](NS(=O)(=O)c2ccccc2)[C@@H](CO)O1,-2,-3,0,-1.4
C[C@H]1CN([C@@H](C)CO)C(=O)c2cccc(NC(=O)c3cnccn3)c2O[C@@H]1CN(C)CC1CC1,1,3,22,0.1
COCC(=O)N(C)C[C@H]1Oc2cc(C#Cc3cccnc3)ccc2S(=O)(=O)N([C@H](C)CO)C[C@@H]1C,0,/,-10,0.9
COc1ccc(-c2cn(CC[C@@H]3CC[C@H](NC(=O)Nc4ccc(F)cc4)[C@@H](CO)O3)nn2)cc1,-3,/,16,-0.4
COc1ccc(NC(=O)Nc2ccc3c(c2)OC[C@@H](C)NC[C@H](C)[C@H](OC)CN(C)C3=O)cc1,-3,/,10,5.2
C/C=C/c1ccc([C@@H]2[C@@H](CN(C)C(=O)CN(C)C)N(C(C)=O)[C@H]2CO)cc1,5,-22,-9,1.9
O=C(Nc1ccc(Cl)cc1)N[C@@H]1CC[C@@H](CCn2cc(-c3ccccc3F)nn2)O[C@H]1CO,1,105*,-19,0.2
C[C@@H]1CCCCO[C@H](CN(C)C(=O)Nc2ccc(C(F)(F)F)cc2)[C@@H](C)CN([C@H](C)CO)C(=O)c2cc(NC(=O)C3CCCCC3)ccc2O1,-3,90,-84*,-1.0
COc1ccc(CNC(=O)C[C@H]2C[C@@H]3c4cc(N(C)C)ccc4O[C@@H]3[C@@H](CO)O2)cc1,2,/,-39,19
C[C@@H]1CN([C@@H](C)CO)C(=O)c2cc(C#CCc3ccccc3)cnc2O[C@H]1CN(C)Cc1cccc(F)c1,/,97*,-57,2.5
C[C@H](CO)N1C[C@H](C)[C@H](CN(C)S(=O)(=O)c2ccccc2)Oc2ccc(NC(=O)Cc3cn(C)c4ccccc34)cc2CC1=O,2,36,?,-2.0
O=C(CC(F)(F)F)N1C[C@@H]2[C@H](c3ccccc31)[C@H](CO)N2C(=O)C1CCOCC1,-1,13,3,5.9
CC(C)NC(=O)N(C)C[C@H]1Oc2ccc(NC(=O)Cn3cnnn3)cc2C(=O)N([C@@H](C)CO)C[C@@H]1C,/,7,42,0.6
CC(C)C(=O)Nc1ccc2c(c1)C(=O)N(C)[C@H]1CC[C@@H](CC(=O)NCc3cccc(F)c3)O[C@@H]1CO2,-2,-6,9,4.2
C[C@@H]1CN([C@H](C)CO)C(=O)c2cccc(NC(=O)c3nc4ccccc4s3)c2O[C@H]1CN(C)Cc1ccc2c(c1)OCO2,/,/,-69,-1.1
CNC[C@@H]1Oc2ccc(NC(=O)C3CC3)cc2CC(=O)N([C@@H](C)CO)C[C@@H]1C,-1,28,9,-1.4
O=C(N[C@H]1CC[C@@H](CC(=O)N2CCOCC2)O[C@@H]1CO)c1ccccn1,0,-9,7,0.2
O=C(C[C@@H]1CC[C@@H]2[C@H](COC[C@@H](O)CN2Cc2cc(F)cc(F)c2)O1)NC1CCC1,3,-6,-5,0.5
CCCC(=O)N1CC2(CCN(C(=O)Nc3cccc(F)c3)CC2)c2c(n(C)c3cc(OC)ccc23)[C@H]1CO,1,/,-86*,-0.5
COCC(=O)N1CC[C@@H]2[C@@H](CO)N(C)c3ccc(-c4ccc(F)cc4)cc3[C@@H]21,-4,86,28,1.0
CC(C)NC(=O)Nc1ccc2c(c1)CC(=O)N([C@@H](C)CO)C[C@@H](C)[C@@H](CN(C)C)O2,-1,-15,0,7.2
O=C(Nc1ccccc1)N[C@@H]1CC[C@H](CCn2cc(C3(O)CCCC3)nn2)O[C@H]1CO,-1,50,-40,-0.2

# Only GASC1 inh, for some of the entries so far:
SMILES	GASC1 inh
C[C@@H]1CN([C@H](C)CO)C(=O)c2cccc(NC(=O)c3nc4ccccc4s3)c2O[C@H]1CN(C)Cc1ccc2c(c1)OCO2	-1.1
CCN1[C@@H]2c3ccc(/C=C/c4ccccc4)c(=O)n3C[C@@H]2[C@@H](CO)[C@@H]1C(=O)Nc1nccs1	2.0
O=C(Nc1ccccc1)N[C@@H]1CC[C@H](CCn2cc(C3(O)CCCC3)nn2)O[C@H]1CO	-0.2

# (continued)
SMILES,C diff growth,Tcruzi prolif,Pf Dd2 growth,GASC1 inh
C[C@@H]1CN([C@@H](C)CO)C(=O)c2c(c3ccccc3n2C)-c2ccccc2CO[C@@H]1CN(C)S(=O)(=O)c1cccc(F)c1,3,53,-70,-1.8
C[C@@H]1CN([C@@H](C)CO)C(=O)c2cc(NS(=O)(=O)c3cn(C)cn3)ccc2O[C@@H](C)CCCCO[C@H]1CN(C)C(=O)Nc1cccc2ccccc12,1,10,-53,0.0
O=C(Nc1ccccc1Cl)N1[C@H](CO)[C@@H]2c3ccccc3NC[C@@H]21,-18,56,-3,-1.1
C[C@@H]1CN([C@H](C)CO)C(=O)c2cc(C#CCN(C)C)cnc2O[C@@H]1CN(C)C(=O)CN1CCOCC1,-3,-28,38,2.0
C/C=C/c1ccc([C@H]2[C@@H](CO)N(CCC(F)(F)F)[C@@H]2CNC(=O)C2CCC2)cc1,-4,/,-19,0.3
Cc1ccc(S(=O)(=O)Nc2ccc3c(c2)C(=O)N([C@H](C)CO)C[C@H](C)[C@@H](CN(C)Cc2ccc(C(=O)Nc4ccccc4N)cc2)O3)cc1,3,/,-72,-1.5
C[C@@H]1CN([C@@H](C)CO)C(=O)Cc2cc(NC(=O)Cn3cnnn3)ccc2O[C@@H]1CN(C)Cc1ccc(Cl)c(Cl)c1,6,101,4,0.4
CCCc1cn(CC[C@@H]2CC[C@H](NC(=O)C3CCCCC3)[C@H](CO)O2)nn1,/,-40,-1,2.2
CC(C)NC(=O)N1C[C@H]2[C@@H](c3ccccc31)[C@H](CO)N2Cc1ccc(Cl)cc1,-5,1,0,-1.0
C[C@H]1CN([C@@H](C)CO)S(=O)(=O)c2ccc(C#CCN(C)C)cc2O[C@@H]1CN(C)C(=O)CC1CC1,-3,91,-46,1.4
COc1ccc(CN(C)C[C@H]2Oc3ccc(NC(=O)Nc4ccc(F)cc4)cc3CC(=O)N([C@@H](C)CO)C[C@@H]2C)cc1,4,/,-3,1.0
CNC(=O)C[C@@H]1CC[C@@H]2[C@H](COc3ccc(NC(=O)c4cccc(OC)c4)cc3C(=O)N2C)O1,4,-8,2,3.5
COc1ccc2c3c(n(C)c2c1)[C@@H](CO)N(C(=O)c1ccccc1)CC31CN(C(=O)c2ccccc2)C1,-6,/,-32,0.9
CC(=O)N1CCCCN2[C@H](C1)[C@@H](c1ccc(-c3cccc(C(=O)N(C)C)c3)cc1)[C@@H]2CO,-6,89,22,-1.2
CC=Cc1ccc2n(c1=O)C[C@@H]1[C@@H](CO)[C@H](C(=O)NCc3ccc4c(c3)OCO4)[C@H]2N1C(=O)C1CC1 (mixture of isomers),-5,-3,-4,-0.2
CCNC(=O)C[C@@H]1CC[C@@H]2[C@@H](COc3ccc(NC(=O)c4cc(C)on4)cc3C(=O)N2C)O1,5,2,-3,1.7
C[C@H](CO)N1C[C@H](C)[C@@H](CN(C)C(=O)c2ccccc2)Oc2cc(-c3cccc(C#N)c3)ccc2S1(=O)=O,-7,65,-46,-3.2

# Pf Dd2 growth, hit marks shown above.
SMILES	C diff growth	Pf Dd2 growth	GASC1 inh
Cc1cc(C(=O)Nc2cccc3c2O[C@@H](CN(C)Cc2ccc(C(=O)Nc4ccccc4N)cc2)[C@@H](C)CN([C@H](C)CO)C3=O)n(C)n1	7	-85*	-1.5
C[C@@H]1CCCCO[C@H](CN(C)C(=O)Nc2ccc(C(F)(F)F)cc2)[C@@H](C)CN([C@H](C)CO)C(=O)c2cc(NC(=O)C3CCCCC3)ccc2O1	-3	-84*	-1.0
CCCC(=O)N1CC2(CCN(C(=O)Nc3cccc(F)c3)CC2)c2c(n(C)c3cc(OC)ccc23)[C@H]1CO	1	-86*	-0.5
